Diaphorase inh: diaphorase inhibition or chemical oxidation counter-screen | inhibition, % at 20 µM | diaphorase resazurin-to-resorufin fluorescence, NADH, 16 min; bacterial (C. kluyveri) enzyme, not human | hit rate 0.69% among 190,000;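 active = primary screen inhibition at 20 µM above a set limit, cut at about 50% in these data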;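 also: plate controls were DMSO with full reaction for no effect and wells lacking NADH for full effect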
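System: Diaphorase enzyme from Clostridium kluyveri | Amount: Enzyme working solution with 0.14 U/mL diaphorase | Benchmarks: No-NADH positive control and DMSO neutral control | Signal: Fluorescence of resorufin formed from resazurin, Ex 544/Em 590 nm | Schedule: 16-min room-temperature incubation before reading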
STAT1 blocker: inhibitors of IFN-gamma induced STAT1 signaling; NIH 3T3 STAT1-luciferase reporter, luminescence; inhibition, % at 5.5 µM; hit rate 0.35% among 200,000;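 active = inhibition above a set limit, the mean inhibition across all tested compounds plus 3 SD, cut at about 34% in these data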;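 also: 0% = IFN-gamma with DMSO and 100% = IFN-gamma with 300 µM nifuroxazide; values of inactives mirror those of a sister screen read the other way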
TLR4 MyD88 comp: inhibitors of human TLR4-MyD88 binding; O00206+Q99836; HeLa CL3-4 TLR4/MyD88 BLA complementation, FRET ratio; inhibition, % at 8.4 µM; hit rate 0.18% among 200,000; AID 861; in the data active = inhibition above about 25%;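 also: 0% = vehicle and 100% = reference inhibitor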
Target sequence (O00206 whole entry, looked up): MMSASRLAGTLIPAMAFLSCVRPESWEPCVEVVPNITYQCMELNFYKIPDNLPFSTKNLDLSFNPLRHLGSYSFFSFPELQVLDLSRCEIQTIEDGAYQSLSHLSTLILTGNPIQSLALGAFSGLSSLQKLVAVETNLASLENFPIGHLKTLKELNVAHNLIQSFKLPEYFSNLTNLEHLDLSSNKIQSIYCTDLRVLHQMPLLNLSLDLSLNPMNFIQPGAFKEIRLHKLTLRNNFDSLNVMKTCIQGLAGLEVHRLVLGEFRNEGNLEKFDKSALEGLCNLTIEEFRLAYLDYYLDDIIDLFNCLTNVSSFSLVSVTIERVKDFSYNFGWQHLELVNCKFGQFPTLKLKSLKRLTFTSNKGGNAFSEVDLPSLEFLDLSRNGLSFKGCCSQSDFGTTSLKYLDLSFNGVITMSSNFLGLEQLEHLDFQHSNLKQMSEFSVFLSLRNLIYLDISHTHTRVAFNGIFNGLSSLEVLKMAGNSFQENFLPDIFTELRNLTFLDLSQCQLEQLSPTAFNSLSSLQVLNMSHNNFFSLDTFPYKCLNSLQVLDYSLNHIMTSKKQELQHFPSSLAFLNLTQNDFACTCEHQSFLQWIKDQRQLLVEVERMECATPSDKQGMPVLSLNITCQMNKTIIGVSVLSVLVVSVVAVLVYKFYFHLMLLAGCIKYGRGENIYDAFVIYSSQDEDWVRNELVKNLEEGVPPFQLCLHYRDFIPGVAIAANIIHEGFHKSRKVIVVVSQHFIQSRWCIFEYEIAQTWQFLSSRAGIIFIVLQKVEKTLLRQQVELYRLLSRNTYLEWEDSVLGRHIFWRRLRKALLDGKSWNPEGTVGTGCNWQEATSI
Target sequence (Q99836 whole entry, looked up): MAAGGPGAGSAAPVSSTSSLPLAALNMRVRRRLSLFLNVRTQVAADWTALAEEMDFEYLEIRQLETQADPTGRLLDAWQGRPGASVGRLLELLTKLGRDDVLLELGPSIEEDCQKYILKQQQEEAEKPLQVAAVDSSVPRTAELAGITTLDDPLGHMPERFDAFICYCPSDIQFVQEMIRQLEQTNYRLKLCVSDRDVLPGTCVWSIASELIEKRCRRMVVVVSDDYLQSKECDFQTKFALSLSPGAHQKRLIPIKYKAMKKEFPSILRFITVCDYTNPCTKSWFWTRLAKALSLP
STAT3 act: activators of IL-6 induced STAT3 signaling; U3A cells, IL-6 STAT3-luciferase reporter, luminescence; 100% = signal with IL-6 EC80 alone; hit rate 0.91% among 190,000; activation (% of control), % at 5.6 µM;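 active = activation above the screen-wide mean of compound activation plus 3 SD, cut at about 130% in these data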;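 also: 0% = background luminescence of wells with medium and substrate only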
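Material: human STAT1-deficient U3A cells with stable STAT3-luciferase reporter / Probe or stimulus: IL-6 stimulus at 33 ng/mL final / Schedule: 1 h compound pre-exposure, 6 h IL-6 stimulation, 37 °C / Technique: luminescence / Read-out basis: percent of IL-6-only median luminescence / Control set: IL-6-only high control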
STAT3 blocker: inhibitors of IL-6 induced STAT3 signaling; U3A cells, IL-6 STAT3-luciferase reporter, luminescence; host cell line lacks STAT1; inhibition, % at 5.5 µM; hit rate 0.89% among 190,000; AID 862;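 active = inhibition above the mean inhibition across all screened compounds plus 3 SD, cut at about 44% in these data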;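 also: 0% = DMSO only wells and 100% = 100 µM nifuroxazide control wells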
Hsp70 act: Hsp70 transcriptional activation, primary screen | hit rate 0.04% among 200,000 | HeLa Hsp70 promoter luciferase reporter, luminescence; scaled: vehicle 0, proteasome-inhibitor control 100% | activation, % at 10 µM;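 active = activation above the mean across all tested compounds plus 3 SD, cutoff set per campaign, cut at about 5.5% in these data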;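 also: 100% = MG132 at 30 µM as the positive control and 0% = DMSO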
STAT1 act: activators of IFN-gamma induced STAT1 signaling; AID 932; activation (% of control), % at 5.5 µM; NIH 3T3 STAT1-luciferase reporter, luminescence; 100% = IFN-gamma alone, no compound; hit rate 2.6% among 200,000;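 active = activation above the screen-wide mean activation plus 3 SD, cut at about 130% in these data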;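 also: raw ratio to IFN-gamma control signal so 100% means no change and 0% no light; values of inactives mirror those of a sister screen read the other way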
APP 5UTR inh: APP translation inhibition; SH-SY5Y APP 5'UTR-luciferase reporter, luminescence; inhibition, % at 2 µM; hit rate 0.82% among 190,000;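 active = inhibition above a set limit, derived from the sample mean plus 3 SD, cut at about 45% in these data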; also: values of inactives mirror those of a sister screen read the other way
G6PDH CS: L. mesenteroides G6PDH inhibition counter-screen | inhibition, % at 5 µM | Purified L. mesenteroides G6PDH, diaphorase/resazurin coupled fluorescence, 45 min | hit rate 0.12% among 200,000; in the data active = inhibition above about 50%
Diaph act CS: diaphorase activation or chemical reduction counter-screen | activation factor at 20 µM | hit rate 0.005% among 190,000 | Diaphorase/resazurin coupled assay, resorufin fluorescence, 16 min; hits give high values; 1 = vehicle wells, 0 = NADH-free wells | AID 1229;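 active = diaphorase activity raised at least twofold by the compound at 20 µM; inactive = activation factor below 2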
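System – purified diaphorase enzyme from Clostridium kluyveri · Input – enzyme 0.07 U/mL final · Also added – final NADH 0.114 mM, resazurin 0.1 mM · Measured by – fluorescence of resorufin, 544 nm excitation, 590 nm emission · Timing – 16 min enzyme reaction, ambient temperature · Measure – resorufin increase flagging diaphorase activators or reducers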
Active calls of the source: *; / = no result given.

SMILES | Diaphorase inh | STAT1 blocker | TLR4 MyD88 comp | STAT3 act | STAT3 blocker | Hsp70 act | STAT1 act | APP 5UTR inh | G6PDH CS | Diaph act CS
O=c1nc(/C=C/c2ccc(-c3ccc(F)cc3)o2)cc(C(F)(F)F)[nH]1 | 19 | -2 | 22 | 91 | 10 | 0.3 | 102 | -23 | -6 | 0.8
O=Cc1cn(CCC(=O)O)nc1-c1cccc(Cl)c1 | 13 | 0 | -7 | 94 | 16 | 0.0 | 100 | -12 | 9 | 0.9
CC(=O)NC1CC2CCCC(C1)N2CC(=O)Nc1ccccc1 (centres undefined) | -3 | -8 | -7 | 106 | -2 | 0.2 | 107 | 11 | 14 | 1
CCCc1cc(C(=O)Nc2ccc(C)cc2)no1 | 10 | -39 | -6 | 91 | 16 | 0.4 | 135* | -21 | 6 | 0.9
O=C(CC(=O)Nc1cccc(Cl)c1)N/N=C\c1ccccc1 | -5 | -1 | 2 | 95 | 6 | -0.1 | 101 | 3 | 4 | 1.1
O=C(COC(=O)/C=C/c1ccc(S(=O)(=O)N2CCOCC2)cc1)NCc1ccccc1 | 5 | 0 | 2 | 108 | -8 | 0.0 | 98 | -35 | 8 | 1
CCC1CCCCN1CCNS(=O)(=O)c1ccc2c(c1)CCN2C(C)=O (centres undefined) | 6 | -1 | 6 | 100 | 7 | -0.3 | 101 | 0 | -1 | 0.9
O=C(CN1CCN(Cc2cccc(Cl)c2)C1=O)NCC1CCCO1 (centres undefined) | 4 | -9 | -3 | 98 | 8 | 0.1 | 108 | -2 | 21 | 1
S=C(NCc1ccco1)N1CCN(C(c2ccccc2)c2ccccc2)CC1 | 19 | 1 | -10 | 103 | 6 | -0.3 | 99 | 5 | 6 | 0.8
Cc1ccccc1C(=O)Nc1c(C(=O)N2CCCC2)cnn1-c1ccccc1 | 18 | 5 | -11 | 101 | 3 | -0.3 | 94 | 2 | -9 | 0.8
COc1ccc(Nc2cc(C(=O)NCCCN3CCN(C)CC3)c3ccccc3n2)cc1OC | -19 | 8 | 3 | 112 | -11 | 0.0 | 92 | -19 | 8 | 1.2
Cc1cccc(NC(=S)NN2CCOCC2)c1C | -9 | 0 | 10 | 95 | 7 | -0.4 | 101 | 5 | 5 | 1.1
N#CC1(C#N)C(C(=O)C23CC4CC(CC(C4)C2)C3)C12CCOCC2 (centres undefined) | 3 | -1 | -12 | 97 | 8 | 0.1 | 99 | -18 | 1 | 1
Cc1ccc(S(=O)(=O)N/N=C\c2ccc(Cl)c([N+](=O)[O-])c2)cc1 | 22 | -1 | 2 | 102 | 7 | -0.1 | 103 | -16 | -16 | 0.8
CC(C)N1CC(O)=C(c2nc3ccccc3c(=O)[nH]2)C1=N | 24 | -9 | 3 | 88 | 20 | -0.2 | 108 | -7 | -6 | 0.8
COc1cc(COCC(O)CN2CCOCC2)cc(OC)c1OC (centres undefined) | 4 | 1 | 10 | 101 | 7 | -0.2 | 99 | 0 | 16 | 1
Cc1cc(C)cc(N=C(NO)c2cccc([N+](=O)[O-])c2)c1 | 7 | 3 | 12 | 103 | 3 | -0.2 | 98 | -9 | 4 | 0.9
O=C1OCC/C1=C\c1ccccc1 | 3 | 3 | 14 | 93 | 11 | 0.1 | 97 | -9 | 0 | 1
COc1ccc(/C=C2/SC(=O)N(CCC(=O)Nc3ccccc3)C2=O)cc1OC | 18 | 0 | 1 | 103 | -2 | -0.1 | 100 | 3 | -3 | 0.8
Cc1ccc(C2(c3ccc(C)cc3)CC2C(=O)NCc2cccnc2)cc1 (centres undefined) | 2 | 4 | 3 | 104 | -1 | -0.3 | 96 | 9 | 12 | 1
COc1ccc(C(=O)COc2ccc(NC(C)=O)cc2)cc1 | 18 | -9 | -1 | 101 | 2 | 0.6 | 111 | -4 | 0 | 0.8
CC(C)OC(=O)c1ccccc1C(=O)c1ccc(N)c([N+](=O)[O-])c1 | 4 | 4 | 6 | 96 | 10 | -0.1 | 96 | 7 | 2 | 1
N#CCCn1cc(C(=O)N2CCCCC2)c(-c2cccc([N+](=O)[O-])c2)n1 | 16 | 0 | 5 | 107 | -2 | 0.0 | 101 | -6 | 8 | 0.8
Cc1ccc(S(=O)(=O)N2CN(Cc3ccco3)c3nc4ccccc4nc32)cc1 | 29 | 0 | 7 | 103 | -2 | 0.0 | 100 | -16 | -1 | 0.7
Cn1nc(CC(=O)NC2CCCCC2)c2ccccc2c1=O | -1 | 9 | 3 | 89 | 17 | -0.2 | 92 | -1 | -2 | 1

Of the compounds above, 2 have an NH in an aromatic ring.
SMILES | Diaphorase inh | STAT1 blocker | TLR4 MyD88 comp | STAT3 act | STAT3 blocker | Hsp70 act | STAT1 act | APP 5UTR inh | G6PDH CS | Diaph act CS
O=c1nc(/C=C/c2ccc(-c3ccc(F)cc3)o2)cc(C(F)(F)F)[nH]1 | 19 | -2 | 22 | 91 | 10 | 0.3 | 102 | -23 | -6 | 0.8
CC(C)N1CC(O)=C(c2nc3ccccc3c(=O)[nH]2)C1=N | 24 | -9 | 3 | 88 | 20 | -0.2 | 108 | -7 | -6 | 0.8

Later entries
SMILES | Diaphorase inh | STAT1 blocker | TLR4 MyD88 comp | STAT3 act | STAT3 blocker | Hsp70 act | STAT1 act | APP 5UTR inh | G6PDH CS | Diaph act CS
CCn1c(SCC(=O)Nc2nc(C)cs2)nnc1-c1cccnc1 | 18 | 3 | 4 | 99 | 6 | -0.1 | 97 | -7 | 11 | 0.8
Cc1ccc(/C(N)=N/OC(=O)c2cc(-c3ccccc3)nc3ccccc23)cc1 | 15 | -5 | -12 | 93 | 14 | -0.3 | 104 | -2 | 2 | 0.9
COc1nccnc1NS(=O)(=O)c1ccc(N=Cc2c(C)[nH]n(-c3ccc(C)c(C)c3)c2=O)cc1 | 11 | 2 | 8 | 101 | 0 | 0.5 | 98 | -8 | 3 | 0.9
CCCCCCN1CC(O)=C(c2ccccc2)C1=N | 11 | -1 | -8 | 96 | 10 | -0.2 | 101 | 1 | 5 | 0.9
Cc1ccc(-c2ccc(S(=O)(=O)N3CCN(C)CC3)cc2)cc1 | -7 | -2 | 1 | 97 | 8 | 0.2 | 104 | -31 | 4 | 1.1
O=[N+]([O-])c1ccccc1/C=N/n1c(-c2cccnc2)n[nH]c1=S | 41 | 16 | 2 | 85 | 19 | -0.2 | 86 | 1 | -3 | 0.6
COc1ccc(/C([O-])=C(/C(=S)Nc2ccc(C)c(C)c2)n2c[n+](C)c3ccccc32)cc1OC | 27 | 0 | 0 | 111 | -13 | -0.3 | 100 | -8 | 6 | 0.7
CCc1ccc(NC(=O)c2cnn(-c3ccccc3)c2C)cc1 | 6 | -97 | -17 | 78 | 28 | -0.2 | 185* | -155 | -2 | 0.9
CC12CC(c3ccccc3O1)C(/C(N)=N/NC(=O)c1ccc(F)cc1)C(=O)N2 (centres undefined) | -4 | 5 | -23 | 92 | 9 | -0.3 | 96 | -4 | -13 | 1
O=C(CSCc1ccccc1)NNC(=S)Nc1cccc(Cl)c1Cl | 6 | 2 | -6 | 103 | 3 | 0.0 | 98 | -12 | -13 | 0.9
CS(=O)(=O)N(CC(=O)Nc1ccccc1C(=O)N1CCOCC1)c1ccc2c(c1)OCO2 | 0 | -1 | -5 | 96 | 9 | -0.1 | 101 | -5 | 10 | 1
O=C(NCc1ccco1)c1csc2c1CCCC2 | -8 | 2 | -2 | 96 | 10 | 0.0 | 95 | 12 | 6 | 1.1
O=C(c1cc2ccccc2oc1=O)N(Cc1cccs1)Cc1cccs1 | 19 | -1 | -2 | 97 | 8 | -0.3 | 100 | -9 | 10 | 0.8
O=C(Cn1c(=O)oc2ccccc21)N1CCN(c2ccccc2)CC1 | 4 | -1 | 16 | 108 | -2 | 0.0 | 100 | -14 | 18 | 1
CCOC(=O)CSc1nnnn1-c1cccc2ccccc12 | 13 | 1 | 6 | 104 | -3 | 0.4 | 99 | 6 | 2 | 0.9
Cc1ccc(C2CC(c3cccc(Br)c3)Nc3nnnn32)cc1 (centres undefined) | 24 | 5 | 14 | 107 | -4 | -0.2 | 95 | 3 | 29 | 0.8
COc1ccc(C)cc1NC(=O)c1cc2c(CO)cnc(C)c2oc1=N | 26 | -12 | -6 | 106 | -8 | -0.1 | 111 | 12 | 11 | 0.7
CCOC(=O)c1nn(-c2ccccc2)c2nnc(Cc3ccc(Cl)cc3)c(=O)n12 | 11 | 6 | 4 | 90 | 14 | -0.3 | 94 | -11 | -2 | 0.9
Nc1nc(SCC(=O)NCCc2ccccc2)[nH]c(=O)c1-c1ccccc1 | 0 | 10 | 7 | 97 | 8 | 0.9 | 90 | -33 | 2 | 1
O=C(CC12CC3CC(C1)CC(CC(=O)NC1=NCCS1)(C3)C2)NC1=NCCS1 | 4 | 2 | 3 | 90 | 13 | -0.3 | 98 | -8 | -1 | 1
CCn1c(SCC(=O)O)nc2sc3c(c2c1=O)CCC3 | 28 | -3 | 3 | 103 | -3 | -0.1 | 104 | 0 | -3 | 0.7
O=C(Nc1ccc(N2CCN(C(=O)c3ccc(Cl)cc3)CC2)cc1)c1cc2ccccc2o1 | 10 | 10 | 10 | 43 | 70* | -0.2 | 90 | / | -6 | 0.9
CCOC(=O)c1[nH]c2ccccc2c1NC(=S)Nc1cccc(C)c1 | 16 | 2 | -3 | 163* | -73 | 0.0 | 98 | -12 | 12 | 0.8
CCOCCCNC(=O)c1ccc2c(=O)n(Cc3ccc4c(c3)OCO4)c(=S)[nH]c2c1 | -12 | 5 | -4 | 92 | 12 | -0.2 | 95 | -17 | 6 | 1.1
C=CCn1c(SCC(=O)Nc2ccc3c(c2)OCO3)nnc1-c1cc(Br)ccc1O | 22 | -2 | -2 | 98 | 2 | -0.2 | 102 | 4 | -33 | 0.8
COc1ccc(NC(=O)CSc2ccc(F)cc2)cc1S(=O)(=O)N1CCCCC1 | 12 | 3 | 3 | 95 | 14 | -0.1 | 97 | 9 | 13 | 0.9
COc1ccc(-n2cc(CN3CCC(OC)CC3)c(-c3cccc(F)c3)n2)cc1 | -13 | 1 | 5 | 93 | 12 | -0.2 | 97 | -10 | 14 | 1.1
Cc1ccc(/C=N/NC(=O)c2cc3c(ccc4ccccc43)o2)cc1[N+](=O)[O-] | 0 | 8 | -4 | 82 | 26 | -0.3 | 93 | -6 | 4 | 1
COc1cc2c(cc1OC)C(c1ccccc1)N(C(=O)CSCC(=O)O)CC2 (centres undefined) | -9 | 5 | -5 | 106 | -8 | 0.2 | 95 | -16 | -2 | 1.1
Cc1cc2nc(-c3ccc(SCC(=O)Nc4nccs4)nc3)[nH]c2cc1C | 7 | -29 | -2 | 108 | -10 | 0.2 | 127 | -156 | 4 | 0.9

Source: PubChem BioAssay
